Source: PubChem (National Center for Advancing Translational Sciences (NCATS))
Nrf2 block – Nrf2 qHTS screen for inhibitors | A549 ARE-Fluc reporter, luciferase luminescence, 18-24 h | Potency, µM (titrated, usually from 46 µM), for the others: at the top dose activity change, negative = inhibition, hits mostly inhibitors | 360,000 compounds, 2.1% hits; further: potency means the concentration at half of the fitted maximal effect; on the % scale 0 is the no-effect control and ±100 the full control effect; nearly all actives have a fitted effect of over 60% in size
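Reporter: ARE-Fluc in A549. Exposure: 18-24 h, 37 °C, 5% CO2, 5% FBS OPTI-MEM. Readouts: fluorescent cytotoxicity (CellTiter-Fluor), then luminescent Nrf2 signal after BugLite.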
TGFb inhibitor – qHTS for Inhibitors of TGF-b; HepG2 CAGA-GFP TGF-b/SMAD3 reporter, GFP fluorescence, 18 h; TGF-beta stimulated, 500 pg/mL final; Potency, µM (highest dose often 46.1 µM), inactives show at the top dose activity, negative = inhibition, hits mostly inhibitors; 410,000 compounds, 1.2% hits; further: potency means the concentration at half of the fitted maximal effect; on the % scale 0 is the no-effect control and ±100 the full control effect; nearly all actives have a fitted effect of over 65% in size
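HEPG2 CAGA-GFP reporter cells (1000/well, DMEM with 1% FBS) received compounds, then recombinant TGF-beta at 500 pg/mL final for 18 hours at 37 degrees C. Per-cell GFP summed per well was normalised to unstimulated and stimulated DMSO controls before curve fitting.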
HepG2 viability – qHTS for Inhibitors of TGF-b: Cytotox Counterscreen | AID 588856, 2011 | HepG2 CAGA-GFP viability, ATP luminescence, 18 h | Potency, µM (highest dose often 46.1 µM), inactives show at the highest dose activity change, negative = cytotoxicity, usual class: cytotoxic | 410,000 compounds, 0.76% hits; further: potency means the concentration at half of the fitted maximal effect; some results filed as inactive show a strong effect at the top dose
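HepG2 CAGA-GFP cells (1000/well, DMEM with 1% FBS) received compound, then TGF-beta at 500 pg/mL final, and were incubated 18 hours at 37 degrees C. Viability was read by CellTiter-Glo luminescence. Media-only wells were set as complete cell-killing and DMSO as no toxicity.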
ATXN2 expr inh – Primary qHTS for Inhibitors of ATXN expression | 360,000 compounds, 0.72% hits | HEK-293 ATXN2-luciferase reporter, luminescence, 24 h | Potency, µM (titrated, usually from 57 µM), inactives show top-dose activity change, negative = inhibition, actives largely listed as inhibitors | AID 1745845, 2022; further: potency means the concentration at half of the fitted maximal effect; on the % scale 0 is the no-effect control and ±100 the full control effect; nearly all actives have a fitted effect of over 55% in size
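ATXN2-luciferase reporter cells (luciferase flanked by upstream and downstream ATXN2 gene portions) were treated 24 h at 37 °C with compounds at up to 57 uM. SteadyGlo luminescence gave expression; GF-AFC fluorescence gave viability.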
A549 tox – Nrf2 qHTS screen for inhibitors: counterscreen for cytotoxicity. AID 504648, 2011. Potency, µM (top dose mostly 46 µM), inactives show top-dose activity change, negative = cytotoxicity, most hits filed as inhibitors. 390,000 compounds, 0.16% hits. A549 ARE-Fluc cells, CellTiter-Fluor viability, 18-24 h; further: potency means the concentration at half of the fitted maximal effect; on the % scale 0 is the no-effect control and ±100 the full control effect
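A549 ARE_Fluc cells in 5% FBS OPTI-MEM were exposed to compounds in concentration-response for 18-24 h at 37 deg C. Viability was read by CellTiter-Fluor fluorescence (Ex 405/Em 525) after 30 min, before the luciferase read.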
ATXN viability – Viability Counterscreen for Primary qHTS for Inhibitors of ATXN expression. S2 cells (HEK-293 line with an ATXN2-luciferase reporter) viability, CellTiter-Fluor protease fluorescence, 24 h. Potency, µM (top dose mostly 56.7 µM), usual class: cytotoxic. 400,000 compounds, 0.49% hits. AID 651635, 2014; further: potency means the concentration at half of the fitted maximal effect; nearly all actives have a fitted effect of over 40% in size
EPAC2 ag – qHTS for Agonist of cAMP-regulated guanine nucleotide exchange factor 4 (EPAC2): primary screen | AID 720711, 2013 | Rap guanine nucleotide exchange factor 4 (Homo sapiens), Q8WZA2 | 360,000 compounds, 0.079% hits | EPAC2 activation, biochemical qHTS; response scale: 100% = 6.5 mM cAMP response | Potency, µM (top dose mostly 154 µM), inactives show top-dose activation, usual class: activators; further: potency means the concentration at half of the fitted maximal effect; nearly all actives have a fitted effect of over 50% in size
Target sequence (Q8WZA2 whole entry, looked up): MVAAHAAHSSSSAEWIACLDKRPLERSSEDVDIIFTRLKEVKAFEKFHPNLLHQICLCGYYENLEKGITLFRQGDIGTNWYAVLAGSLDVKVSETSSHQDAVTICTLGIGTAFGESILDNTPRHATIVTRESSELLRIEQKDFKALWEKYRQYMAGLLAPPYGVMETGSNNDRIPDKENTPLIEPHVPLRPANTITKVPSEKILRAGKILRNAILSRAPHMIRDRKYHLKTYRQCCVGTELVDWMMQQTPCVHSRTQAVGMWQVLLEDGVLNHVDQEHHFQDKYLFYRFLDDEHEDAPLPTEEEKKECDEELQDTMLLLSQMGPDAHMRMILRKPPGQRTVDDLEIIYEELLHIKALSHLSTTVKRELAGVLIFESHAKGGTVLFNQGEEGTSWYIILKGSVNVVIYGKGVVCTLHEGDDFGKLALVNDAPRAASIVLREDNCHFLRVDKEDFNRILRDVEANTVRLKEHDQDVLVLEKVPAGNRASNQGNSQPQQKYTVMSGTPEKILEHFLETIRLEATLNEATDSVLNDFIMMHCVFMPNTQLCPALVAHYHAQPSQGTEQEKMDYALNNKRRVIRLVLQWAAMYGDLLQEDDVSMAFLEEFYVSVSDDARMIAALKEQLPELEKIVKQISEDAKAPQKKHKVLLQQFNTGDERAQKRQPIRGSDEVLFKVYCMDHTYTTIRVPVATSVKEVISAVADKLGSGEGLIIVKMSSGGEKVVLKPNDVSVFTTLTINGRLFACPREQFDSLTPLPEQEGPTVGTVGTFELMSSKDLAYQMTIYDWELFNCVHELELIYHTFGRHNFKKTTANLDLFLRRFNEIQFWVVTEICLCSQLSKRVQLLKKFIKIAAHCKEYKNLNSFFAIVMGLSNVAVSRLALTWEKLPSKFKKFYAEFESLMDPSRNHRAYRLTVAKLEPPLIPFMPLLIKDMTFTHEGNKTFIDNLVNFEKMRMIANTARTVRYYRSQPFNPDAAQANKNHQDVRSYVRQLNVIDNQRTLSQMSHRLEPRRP
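EPAC2 (100 nM) mixed with Rap1B loaded with BODIPY-GDP (250 nM) plus 50 uM unlabeled GDP; compounds pinned in, 5 min RT, then read every 5 min for 30 min (ex 480, em 540 nm). Normalized to cAMP control.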
Nrf2 activator – qHTS of Nrf2 Activators. AID 624171, 2012. 410,000 compounds, 0.31% hits. AREc32 ARE-luciferase reporter (MCF7-derived line), luminescence, 24 h. Potency, µM (titrated, usually from 46.1 µM), inactives show at the highest dose activation, usual class: activators; further: potency means the concentration at half of the fitted maximal effect; % of control where 0% means no effect; nearly all actives have a fitted effect of over 65% in size
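AREc32 cells carrying an ARE-driven firefly luciferase reporter were seeded at 1000 cells/well in OPTI-MEM with 5% FBS, then exposed to compound for 24 hr at 37 deg C. Luminescence was read with Steady-Glo after 30 min at RT.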
IL2 activator – qHTS of IL-2 Activators | IL-2 activation reporter assay, cell-based qHTS; stimulated with anti-CD3/CD4/CD28 beads; in transgenic mouse T cells | activation, % (series mostly up to about 46 µM) | 360,000 compounds, 0.065% hits; in the data active means activation above about 50%; inconclusive means mostly about 30% to 49%; further: 0% is about no effect
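Unstimulated transgenic mouse T cells; 60-min compound exposure; bead-based TCR/CD4/CD28 stimulation; 18 h culture, 37 degrees C; dual fluorescence (EGFP, DsRed) plate cytometry.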
* hit, by the source's call; i = inactive; ? = inconclusive; . = not tested or not shown; & = joins results of further samples; [ ] = remark or other dose. Unless noted, the call rests on the fitted dose curve; in most records, active means well fitted curve in the direction sought with a large enough effect; inconclusive means small, poorly fitted or top-dose-only effect, or another doubt; inactive means no such curve, though single readings can be large; an effect the other way counts as inactive or inconclusive.

SMILES	Nrf2 block	TGFb inhibitor	HepG2 viability	ATXN2 expr inh	A549 tox	ATXN viability	EPAC2 ag	Nrf2 activator	IL2 activator
O=C1CC(NS(=O)(=O)c2cccnc2)CN1c1ccc(F)cc1 (stereo not given)	19%	-23%	1%	7%	0%	i	1%	-0.4%	-2.9
O=C(COC(=O)c1ccc(F)cc1Cl)NC1CC1	.	?	-64%	.	.	i	4%	-1.0%	-2.4
CCN(CC)C(=O)[C@H]1C[C@H](CC(=O)NC/C=C(\C)CCC=C(C)C)C(=O)N2CCc3c([nH]c4cc(-c5ccco5)ccc34)[C@]12C	?	8.9µM*	-40%	?	?	?	-4%	-1.7%	-0.7
Nc1nc(-c2ccc([N+](=O)[O-])cc2)cc(=O)[nH]1	-10%	12%	8%	3%	4%	i	3%	0.3%	-0.1
COC(=O)C=C1CCC2C3CCC4=CC(=O)CCC4(C)C3C(=O)CC12C (stereo not given)	-15%	3%	-4%	-9%	0%	i	9%	-0.8%	0.1
COc1ccc(N2CCN(C(=O)c3cn(Cc4ccccc4)nc3-c3cccnc3)CC2)cc1	-3%	7%	-7%	13%	0%	i	8%	0.2%	-0.4
COc1ccc(NC(=O)Nc2cnccn2)cc1	17%	0%	0%	28%	-1%	i	5%	-0.1%	-3.1
O=C(c1ccccc1)c1ccc2cc(O)ccc2c1	-10%	-41%	-37%	4%	-7%	.	14%	4.8%	-4.7
O=C1CSC(c2cn(-c3ccccc3)nc2-c2ccc3c(c2)OCCO3)N1CCN1CCOCC1 (stereo not given)	-18%	-31%	7%	-11%	-11%	i	7%	3.6%	-0.1
CCc1ccccc1NC(=O)CN1C(=O)COc2ccc(S(=O)(=O)Nc3ccccc3)cc21	-28%	?	-27%	-5%	-1%	i	.	0.0%	.
Cc1c(C=NCCOCc2ccccc2)cnn1C	-2%	?	4%	15%	-3%	i	2%	-0.1%	0.1
Cc1nc2ccccn2c1C(=O)NCc1cccnc1	6%	-8%	7%	-10%	-4%	i	0%	-0.7%	-2.9
O=c1[nH]nnc2c1cnn2-c1ccccc1	6%	-7%	-11%	0%	-6%	i	2%	4.2%	-2.3
CCc1cc2c(COC(=O)CCNS(=O)(=O)c3cccc(C(F)(F)F)c3)cc(=O)oc2cc1O	-13%	?	-11%	-15%	3%	.	6%	2.4%	-4.1
CCOC(=O)c1[nH]c2ccc(OC)cc2c1NC(=S)N1CCN(c2ccc(F)cc2)CC1	-19%	-22%	-5%	-21%	-1%	i	-5%	1.8%	-1.7
COc1ccc(Oc2c(OC)cc([N+](=O)[O-])c3ncccc23)cc1	-13%	10%	-29%	-15%	2%	i	5%	17%	-1.0
CC(C)C(OC(=O)c1nsc(Cl)c1Cl)C(=O)NC1CCCCC1 (stereo not given)	3%	9%	-3%	-11%	-4%	i	4%	-0.3%	0.9
COC(=O)c1c(C(=O)OC)c(-c2ccc(F)cc2)n2c1CS(=O)(=O)C2	-23%	9%	9%	.	-10%	i	-2%	-0.3%	1.2
Cc1ccccc1-c1nc(-c2ccc(NC(=O)c3ccc(Br)o3)cc2)no1	.	0%	-26%	12%	-1%	i	-1%	0.2%	2.4
Cc1nnc(OCc2nc3ccccc3n2C)c2ccccc12	.	-1%	-7%	22%	12%	i	-3%	2.6%	-2.4
N#CCCSc1ncnc2c1oc1ccccc12	11%	4%	-19%	-3%	3%	i	-10%	21%	1.6
Cc1ccc(-c2nnn(CC(=O)NCC3CC3)n2)o1	0%	-18%	4%	17%	0%	?	4%	-0.7%	-1.3
CCNS(=O)(=O)c1ccc(OC)c(C(=O)NC2CCCCC2)c1	-12%	6%	-2%	14%	3%	i	10%	0.3%	1.5
CCOc1ccccc1N(CC)C(=O)Cn1ncc2c([nH]c3ccccc32)c1=O	-15%	1%	-18%	-18%	-20%	?	.	0.1%	.
Cc1cccc(C)c1-n1ncc(C(=O)NCCN2CCOCC2)c1C1CCN(C(=O)OC(C)(C)C)CC1	?	-3%	-2%	8%	-2%	i	.	-0.8%	.

Remaining list, next part
SMILES	Nrf2 block	TGFb inhibitor	HepG2 viability	ATXN2 expr inh	A549 tox	ATXN viability	EPAC2 ag	Nrf2 activator	IL2 activator
COc1ccc(C(c2nnnn2CS(=O)(=O)c2ccc(C)cc2)N2CCN(c3ncccn3)CC2)cc1 (stereo not given)	-8%	4%	11%	0%	0%	i	-1%	0.2%	1.1
COc1cccc(CN2CCN(C3CSCCSC3)CC2CCO)c1 (stereo not given)	-2%	-6%	-5%	-10%	-4%	i	7%	-0.4%	-1.9
C[C@@H](CO)NC(=O)c1[nH]cnc1C(=O)Nc1cccc(Cl)c1	.	4%	14%	-8%	.	i	8%	0.7%	-3.9
CC(C)c1ccc(NC(=O)Cn2c(=O)n(Cc3nc(-c4ccccc4)no3)c(=O)c3cc4c(cc32)OCO4)cc1	?	-4%	-3%	5%	-2%	i	.	-0.7%	.
CC(=O)Nc1ccc(NS(=O)(=O)c2cccc3ccccc23)cc1	-8%	24%	-2%	10%	-2%	?	-6%	2.0%	-1.7
Cc1cccc(Cc2cnc(NC(=O)C3=NCCN3)s2)c1	0%	?	0%	-12%	-5%	i	-5%	0.1%	2.1
CCCC/C(O)=C1\C(=O)CC(C)(C)CC1=Nc1ccc(N)cc1	1%	7%	-6%	-20%	-7%	i	0%	-0.3%	-5.2
CN(C)S(=O)(=O)c1ccc(C(=O)NCC2(N3CCCCC3)CCCCC2)cc1	2%	12%	-10%	-8%	2%	i	-10%	0.2%	1.7
COc1ccc(C(=O)NNC2=CC(=O)CC(C)(C)C2)cc1OC	10%	9%	2%	3%	0%	i	-3%	-1.3%	-0.1
CN(Cc1nc(-c2ccccc2)no1)C1CCOCC1	?	3%	-10%	14%	2%	i	0%	-0.4%	1.0
CC(=O)c1c(NCc2ccccc2)nc(=O)n(-c2ccccc2)c1C	?	27%	3%	46%[activator]	24%	i	4%	0.4%	-2.1
COc1cccc(NC(=O)COC(=O)Cc2ccc(Cl)cc2)c1	5%	-9%	3%	3%[11.3 µM]	7%	i	21%	-0.3%	-2.4
CN(C(=O)COC(=O)c1ccc2c(c1)OCCO2)c1ccccc1	13%	7%	9%	-20%	16%	i	10%	3.1%	-3.6
Cc1cc(C)c(NC(=O)Cn2cnc3c(oc4ccccc43)c2=O)c(C)c1	6%&20%	3%&-7%	-3%&3%	18%&12%	-5%&3%	i	-9%	-1.0%&-1.1%	1.0
CCC(Sc1nc2cc3c(cc2c(=O)n1Cc1ccco1)OCO3)C(=O)Nc1ccccc1OC (stereo not given)	19%	-3%	-9%	.	-14%	.	11%	2.2%	-1.2
CSc1ncc(Cl)c(C(=O)Nc2cc(C)ccc2C)n1	1%	0%	-18%	2%	2%	i	3%	0.2%	-0.8
CCOC(=O)c1cnn(-c2cccc(Cl)c2)c1N	-7%	5%	3%	.	-8%	.	6%	-0.6%	-0.9
CCCCC(=O)Nc1ccc(NC(=O)c2ccco2)cn1	7%	1%	-10%	7%	7%	?	3%	1.8%	-0.9
Cc1cc(NC(=O)c2ccccc2F)on1	?	2%	-3%	23%	1%	i	6%	6.8%	-1.6
CCCc1c(O)nc(SCCN(CCC)CCC)[nH]c1=O	-6%	8%	1%	0%	2%	i	4%	0.0%	-0.2
CCOC(=O)[C@H]1[C@H]2COc3cc(OC)ccc3[C@@H]2N2C(=O)N(c3cccc(F)c3)C(=O)[C@@]12C	-9%	-7%	-19%	0%	-2%	i	15%	0.0%	0.4
Cc1nc(SCC(=O)Nc2cc(C)on2)c2c(=O)n(C)c(=O)n(C)c2n1	2%	16%	3%	31%	1%	i	2%	-0.7%	0.6
Brc1ccc(-c2csc(N/N=C/c3cccnc3)n2)cc1	?	0%	-10%	-13%	-3%	?	-1%	4.1%	0.1
O=C(NC1CCCC1)c1ccc2c(c1)N(Cc1ccccc1Cl)C(=O)c1ccccc1S2	.	?	-1%	.	1%	.	.	0.0%	.
CN(C)S(=O)(=O)c1ccc(NC(=O)CSc2nnc(-c3ccco3)n2N)cc1	2%	0%	1%	-5%	-4%	i	11%	-0.2%	-0.2
CN1C(=O)C(C)(C)c2cc(S(=O)(=O)N3CCC(C(=O)NCc4ccccc4Cl)CC3)ccc21	?	15%	7%	6%	8%	i	4%	0.0%	-2.1
Cc1ccc(-n2ncc(C(=O)NCCN3CCN(C)CC3)c2C2CCN(C(=O)OC(C)(C)C)CC2)cc1	7%	-1%	-18%	.	10%	.	.	0.2%	.
Cc1cccc(N2CCN(C(=O)CSc3ccsc3[N+](=O)[O-])CC2C)c1 (stereo not given)	-18%	-6%	-31%	8%	-10%	i	16%	-0.1%	-4.2
CCn1c(-c2ccco2)nc2ccccc21	3%	-3%	-1%	28%	-12%	i	3%	3.2%	-1.4

By substructure, the compounds so far with a tert-butyl group (two)
SMILES	Nrf2 block	TGFb inhibitor	HepG2 viability	ATXN2 expr inh	A549 tox	ATXN viability	EPAC2 ag	Nrf2 activator	IL2 activator
Cc1cccc(C)c1-n1ncc(C(=O)NCCN2CCOCC2)c1C1CCN(C(=O)OC(C)(C)C)CC1	?	-3%	-2%	8%	-2%	i	.	-0.8%	.
Cc1ccc(-n2ncc(C(=O)NCCN3CCN(C)CC3)c2C2CCN(C(=O)OC(C)(C)C)CC2)cc1	7%	-1%	-18%	.	10%	.	.	0.2%	.
